# High-throughput results (PubChem BioAssay)
# MEKK2mut PB1 HTS: signal of MEK5 binding to mutant human MEKK2 PB1 domain | bead flow cytometry, Alexa488-MEK5 binding to MEKK2 mutant | AID 1530 | percent response, % at 10 µM | 290,000 tested, 0.35% active; in the data active means percent response above about 24%, passing the limit was not always enough; further: inactives centre near 1; some results filed as inactive read as strong as hits
# DNA FID counter: displaces DNA intercalator in HCV helicase counter-screen; inhibition, % at 7.9 µM; AID 1845; DNA fluorescent intercalator displacement, fluorescence; 290,000 tested, 0.17% active; in the data active means inhibition above about 37%;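 further: 0% = vehicle and 100% = reference compound; higher means more ethidium bromide displaced from hairpin DNA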
# SUMO HTRF inh: SUMOylation inhibition. P63279. HTRF SUMOylation assay, SAE1/SAE2 + UBC9, in vitro. inhibition, % at 35 µM. 290,000 tested, 0.36% active; in the data active means inhibition above about 50%, passing the limit was not always enough; further: strong numbers were not always called active
# Target sequence (P63279 whole entry, looked up): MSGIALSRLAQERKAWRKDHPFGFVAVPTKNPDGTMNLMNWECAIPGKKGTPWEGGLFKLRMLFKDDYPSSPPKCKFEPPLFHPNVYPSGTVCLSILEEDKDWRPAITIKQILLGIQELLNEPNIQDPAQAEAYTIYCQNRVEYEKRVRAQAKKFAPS
# MEKK2 WT-MEK5: raises or lowers MEK5 binding to wildtype human MEKK2 PB1 domain. Q9Y2U5. bead flow cytometry, Alexa488-MEK5 binding to MEKK2 WT; actives lie on both sides. binding response (% of control), % at 10 µM. 290,000 tested, 1.1% active. AID 1531; in the data active means binding response below about 67% or above about 130%
# HCV NS3 hel inh: HCV NS3 helicase inhibition. AID 1800. NS3 helicase DNA unwinding, Cy5 molecular beacon fluorescence. inhibition, % at 10.9 µM. 290,000 tested, 0.56% active;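 active means inhibition above the mean of all tested compounds plus 3 SD, set per campaign, cut at about 35% in these data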;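 further: 0% = DMSO wells and 100% = thioflavine S control wells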
#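 Material: hepatitis C virus NS3 helicase domain fragment enzyme; measured by: Cy5 fluorescence, 0 and 60 min reads; control set: DMSO and thioflavine S; incubation: 60 min unwinding reaction at 25 °C after ATP addition; read-out basis: % inhibition from 60/0 min fluorescence ratio, DMSO 0%, thioflavine S 100%; repeats: singlicate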
# CRFBP-R2 agonist: agonists of human CRF-binding protein/CRF-R2 receptor complex; HEK293 CRF-R2/CRF-BP, calcium dye fluorescence (FLIPR); percent of saturating CRF peptide response; activation, % at 13.2 µM; 350,000 tested, 0.46% active; AID 588473;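 active means activation of at least 50%, plus an integration ratio under a set limit after plate pattern correction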;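 further: plate controls were neutral control wells without compound for no effect and CRF at EC100 for full effect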
# MEKK3 PB1 HTS: raises or lowers MEK5 binding to the human MEKK3 PB1 domain. binding response (% of control), % at 10 µM. bead-based flow cytometry, Alexa488-MEK5 binding to MEKK3; actives lie on both sides; 0 = blocked by unlabeled MEK5, 100 = vehicle. AID 1529. 290,000 tested, 1.4% active. Q99759;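 active means binding response more than 3 SD above or below the average of its plate-row segment, actives on both sides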;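 further: Alexa488 bead fluorescence after subtracting the streptavidin-only scavenger bead signal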
# Target sequence (Q99759 whole entry, looked up, the tested form may be a part): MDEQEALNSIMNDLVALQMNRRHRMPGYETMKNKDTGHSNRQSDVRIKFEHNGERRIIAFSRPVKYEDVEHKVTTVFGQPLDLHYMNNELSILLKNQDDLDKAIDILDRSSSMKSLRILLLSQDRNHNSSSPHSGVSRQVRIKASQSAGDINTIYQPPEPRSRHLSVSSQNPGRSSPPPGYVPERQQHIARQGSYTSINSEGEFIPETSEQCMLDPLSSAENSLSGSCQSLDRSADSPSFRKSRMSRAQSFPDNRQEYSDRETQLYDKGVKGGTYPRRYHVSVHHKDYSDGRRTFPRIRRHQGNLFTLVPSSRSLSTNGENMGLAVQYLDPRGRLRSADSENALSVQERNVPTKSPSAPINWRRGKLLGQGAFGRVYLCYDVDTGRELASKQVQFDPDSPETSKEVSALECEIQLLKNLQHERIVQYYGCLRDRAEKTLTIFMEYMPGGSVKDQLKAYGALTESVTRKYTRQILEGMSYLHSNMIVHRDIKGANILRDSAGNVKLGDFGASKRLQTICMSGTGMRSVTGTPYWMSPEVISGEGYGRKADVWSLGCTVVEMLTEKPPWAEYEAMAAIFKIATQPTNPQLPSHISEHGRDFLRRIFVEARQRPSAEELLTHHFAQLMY
# GalR3 antagonist: blocks the human galanin receptor 3; O60755; HEK293 GalR3-CNG cAMP membrane potential fluorescence; galR3 body fused to GalR1 C-terminus; inhibition, % at 3 µM; 360,000 tested, 0.44% active;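 active means inhibition above the screen-wide average plus 3 SD, cut at about 13% in these data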;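 further: forskolin and galanin both at EC90 stimulate the cells; cAMP rise reported by CNG channel membrane potential dye signal; 0% = forskolin plus galanin with DMSO and 100% = forskolin alone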
# Target sequence (O60755 1-299 limits assumed): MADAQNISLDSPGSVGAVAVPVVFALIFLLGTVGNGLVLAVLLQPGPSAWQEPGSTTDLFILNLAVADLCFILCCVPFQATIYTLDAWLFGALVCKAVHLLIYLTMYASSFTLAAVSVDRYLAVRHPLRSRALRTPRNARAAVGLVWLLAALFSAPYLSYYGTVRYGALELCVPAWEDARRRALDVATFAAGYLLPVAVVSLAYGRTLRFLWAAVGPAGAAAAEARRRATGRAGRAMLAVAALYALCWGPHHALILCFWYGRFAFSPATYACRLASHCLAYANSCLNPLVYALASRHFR
# CRFR2-BP antag: CRF-BP/CRF-R2 complex antagonism; AID 588475; HEK293 CRF-R2/CRF-BP, CRF-induced calcium fluorescence; inhibition, % at 11.8 µM; 350,000 tested, 0.59% active;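 active means inhibition of the ligand-induced calcium signal above about 50% at the single tested concentration, limit read from the data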
# Numbers without * were called inactive; . = not tested or not shown; & = joins results of further samples. Not all compounds are listed, so the mix of outcomes need not match the whole.
SMILES,MEKK2mut PB1 HTS,DNA FID counter,SUMO HTRF inh,MEKK2 WT-MEK5,HCV NS3 hel inh,CRFBP-R2 agonist,MEKK3 PB1 HTS,GalR3 antagonist,CRFR2-BP antag
CS(=O)(=O)NN1C(=O)c2ccccc2NC1c1ccccc1O (centres undefined),-6.0,-6.6,12.5,103.0,9.2,0.2,104.0,-4.7,13.3
OC(COc1ccc2ccccc2c1Cl)CN1CCOCC1 (centres undefined),1.0,1.9,16.0,98.0,-4.5,0.8,97.0,-5.7,28.4
COc1cc(NC(=O)C2CCCN(S(=O)(=O)c3cccc4nsnc34)C2)cc(OC)c1 (centres undefined),.,-20.0,18.2,.,-11.6,-0.1,.,-2.0,1.6
CCN(CC1CCCN(CCc2cccc(F)c2)C1)C(=O)c1cc2ccccc2o1 (centres undefined),10.0,18.1,2.7,107.0,-22.6,1.5,102.0,-8.0,-6.7
COc1cc(C(=O)N2CCN(C(=O)c3ccccc3)CC2)cc(OC)c1OC,.,-5.0,-14.6,.,1.0,0.7,.,-4.7,-0.6
CC(C)CCNC(=O)CN(CCN1CCOCC1)C(=O)Cn1nnc(-c2ccc(F)cc2)n1,0.0,19.2,17.5,103.0,-10.1,-4.5,100.0,-4.5,9.5
COc1ccccc1C(=O)Nc1cc(-c2ccc(C)cc2)no1,4.0,-15.6,-11.9,101.0,-26.3,4.7,100.0,-11.4,-6.5
Cc1ccc(NC(=O)NNc2cccc(Cl)n2)cc1,4.0,-3.1,-1.7,108.0,-10.9,-1.3,111.0,-5.8,2.6
O=C(Nc1cccc(NC(=O)c2sc3ccccc3c2Cl)c1)c1ccco1,-1.0,-17.9,-10.1,100.0,3.2,-3.4,103.0,-6.8,-10.1
NC(N)=Nc1nc(CSCC/C(N)=N/S(N)(=O)=O)cs1,-2.0&4.0,2.8,-7.0,101.0&109.0,-3.5,-2.1,107.0&105.0,-2.4,-8.6
COc1ccc(NC(=O)C2CCN(S(=O)(=O)c3cccc4cccnc34)CC2)cc1OC,.,-16.3,-3.2,.,0.0,.,.,1.1,.
CCC(Sc1nc2sc(C(=O)OC)c(C)c2c(=O)n1N)C(=O)N(CC)CC (centres undefined),-2.0,-7.2,-0.2,99.0,2.0,-1.6,96.0,-2.8,-13.4
CCCn1c2ccccc2c2cnn(CC(=O)NC3CCC(C)CC3)c(=O)c21 (centres undefined),-6.0,-23.7,18.2,94.0,-4.8,-0.2,96.0,-3.9,-4.7
CCN1CCN(C(=O)CN2C(=O)COc3ccc(S(=O)(=O)N4CCOCC4)cc32)CC1,1.0,-2.6,-1.8,106.0,0.7,-0.5,103.0,-6.0,-12.4
CCOC(=O)CSCc1cn2cc(Cl)ccc2n1,5.0,-0.4,10.1,105.0,-6.9,-7.3,101.0,.,2.0
O=C(NCc1ccc2c(c1)OCO2)C1CCCN(S(=O)(=O)c2cccc3nonc23)C1 (centres undefined),6.0,-4.5,37.3,101.0,-2.2,-1.6,103.0,4.2,1.7
CC(=O)c1cccc(NC(=O)c2sc3nc4n(c(=O)c3c2C)CCCC4)c1,0.0,-48.9,11.2,101.0,2.2,2.0,100.0,5.5,-3.7
COc1cc(/C=N/NC(=O)c2cc3ccccc3cc2O)ccc1OCCN1CCCCC1,43.0,-6.6,4.4,229.0*,-63.1,-2.8,110.0,-3.4,3.5
COc1ccc(OC)c(C(=O)COC(=O)c2cccnc2Cl)c1,-2.0,-12.7,12.7,88.0,1.5,0.3,79.0,-5.0,6.7
Cc1cc(C)nc(N2CCC(C(=O)O)CC2)n1,-2.0,-4.9,9.6,97.0,2.4,9.2,93.0,5.5,-40.1
O=[N+]([O-])c1cc(C(F)(F)F)ccc1Sc1nccn1Cc1ccccc1,3.0,-8.4,10.1,106.0,-0.8,2.5,99.0,-1.7,16.9
COCCCNC(=O)c1ccc(CS(=O)(=O)c2ccccc2C)o1,5.0,-8.9,2.6,103.0,1.6,-1.0,106.0,-11.1,-0.5
CN(C(=O)COC(=O)c1nc(Cl)ccc1Cl)c1ccccc1,9.0,-17.9,5.7,108.0,0.4,-3.9,101.0,-0.2,-3.3
Cc1ccc(-n2c(SCC(=O)O)nc3sc4c(c3c2=O)C(C)CCC4)cc1 (centres undefined),7.0,-16.2,3.5,110.0,55.4*,-1.3,107.0,-9.7,-10.0
CCc1ccccc1NC(=O)N[C@H](C(=O)O)C(C)C,15.0,0.3,12.2,111.0,6.2,3.3,107.0,-2.3,-3.5
COc1ccccc1C(=O)NCC(=O)N/N=C/c1ccncc1,0.0,-7.4,12.8,97.0,4.9,8.7,100.0,-2.5,-22.6
CCCN(CCC)CCNC(=O)c1cc2c(-c3ccccc3F)nn(C)c2s1,17.0,11.3,26.7,120.0,-32.8,8.8,100.0,-13.0,-10.2
COC(=O)Cc1cc(=O)[nH]c(/N=C(\N)Nc2ccc(C)cc2C)n1,1.0,-20.2,15.6,100.0,3.9,0.2,96.0,-5.2,-1.8
O=C(CNS(=O)(=O)c1ccc(C(=O)N2CCCCC2)cc1)N1CCCCC1,4.0,-10.3,-13.8,107.0,-11.9,-0.3,105.0,-4.5,-5.4
COc1cc(CNC2CCCCC2)c(Br)cc1OC1CCCC1,10.0,8.7,21.8,129.0,-21.1,-0.4,111.0,-0.1,-5.0

# One compound at a time (already shown).
# CC(=O)c1cccc(NC(=O)c2sc3nc4n(c(=O)c3c2C)CCCC4)c1 as listed: MEKK2mut PB1 HTS = 0.0; DNA FID counter = -48.9; SUMO HTRF inh = 11.2; MEKK2 WT-MEK5 = 101.0; HCV NS3 hel inh = 2.2; CRFBP-R2 agonist = 2.0; MEKK3 PB1 HTS = 100.0; GalR3 antagonist = 5.5; CRFR2-BP antag = -3.7
# COc1cc(CNC2CCCCC2)c(Br)cc1OC1CCCC1 as listed: MEKK2mut PB1 HTS = 10.0; DNA FID counter = 8.7; SUMO HTRF inh = 21.8; MEKK2 WT-MEK5 = 129.0; HCV NS3 hel inh = -21.1; CRFBP-R2 agonist = -0.4; MEKK3 PB1 HTS = 111.0; GalR3 antagonist = -0.1; CRFR2-BP antag = -5.0

# The results go on:
SMILES,MEKK2mut PB1 HTS,DNA FID counter,SUMO HTRF inh,MEKK2 WT-MEK5,HCV NS3 hel inh,CRFBP-R2 agonist,MEKK3 PB1 HTS,GalR3 antagonist,CRFR2-BP antag
O=C1CC(c2ccc(F)cc2)Cc2nc(N3CCN(c4ccccc4)CC3)ncc21 (centres undefined),-2.0,-0.9,-10.0,92.0,-3.4,-0.5,96.0,-0.1,-13.4
COC(=O)c1ccc(CSc2nnc(-c3ccncc3)o2)o1,2.0,-5.4,22.1,98.0,-4.0,-1.2,107.0,0.1,0.8
Cc1cc(NC(=O)CCC(=O)N(Cc2ccco2)C(C(=O)NC2CCCCC2)c2cccs2)no1 (centres undefined),0.0,-31.6,4.1,95.0,2.6,-0.1,99.0,-1.7,-2.0
CCOc1ccc(CCNC(=O)c2cc(C)nc3ccccc23)cc1OCC,10.0,-42.2,16.8,102.0,5.0,0.2,102.0,-0.6,-1.1
CCOC(=O)C(NC(C)=O)(Nc1ccc(S(=O)(=O)Nc2ccncn2)cc1)C(F)(F)F (centres undefined),1.0,-4.2,-19.4,103.0,1.8,-0.1,106.0,-1.3,-9.9
CCN(CCNC(=O)c1ccc2nc(-c3ccccc3NC(C)=O)c(=O)[nH]c2c1)c1ccccc1,5.0,-27.8,13.5,105.0,3.7,-1.3,102.0,0.2,-4.2
C=CC#CC1(O)CC(C)[N+](C)(C)CC1C (centres undefined),0.0,-12.2,-0.9,111.0,-1.3,1.7,117.0,-8.1,-5.4
CN(C)S(=O)(=O)N1CCC(Oc2cccc(C(=O)N3CCCCCCC3)c2)CC1,-4.0,-58.9,-2.0,102.0,10.9,0.1,101.0,-3.4,-11.0
CC(C)c1csc(CN2CCN(CCc3ccccc3)C(CCO)C2)n1 (centres undefined),-3.0,-5.9,4.1,96.0,-8.8,0.8,96.0,-3.8,-9.7
O=C(NC(=S)Nc1ccc(CN2CCCCC2)cc1)c1cccc(OCc2ccccc2)c1,63.0*,1.9,-16.8,220.0*,-74.0,4.7,113.0,1.3,-13.2
O=C(NC1CCCCCCC1)c1cc(-c2ccccn2)nc2ccccc12,-1.0,-3.5,15.3,92.0,-3.0,8.2,97.0,-0.7,-8.5
CS(=O)(=O)c1ccc(-c2nn[nH]n2)cc1,5.0,-0.5,17.1,110.0,2.5,-0.9,107.0,0.2,7.7
CCOC(=O)N1CCC(NC(=O)c2cc(C(=O)Nc3ccc(F)cc3F)ccc2CO)CC1,10.0,-7.8,25.4,115.0,8.7,3.6,110.0,.,12.2
O=C(COC(=O)CNC(=O)C1CCCCC1)Nc1ccc2ccccc2c1,4.0,-17.0,12.7,109.0,-2.5,-0.6,103.0,-4.7,-20.0
Oc1ccccc1N1CCN(C(=S)Nc2ccc(SC(F)F)cc2)CC1,-3.0,-4.1,2.4,99.0,-13.0,8.6,104.0,-11.6,-16.1
O=C(CCNC(=O)c1ccccc1Cl)Nc1ccc2c(c1)OCO2,-2.0,-0.8,0.6,90.0,-1.4,0.4,99.0,0.7,23.5
CN(c1ccccc1C(=O)NCc1ccccn1)S(C)(=O)=O,4.0,-2.9,-4.3,102.0,2.2,-0.2,102.0,-3.0,15.4
CC(C)(C)NC(=O)Cn1c(=O)oc2cc(S(=O)(=O)N3CCc4ccccc43)ccc21,2.0,-14.4,19.4,103.0,-8.6,-0.2,102.0,-2.5,0.8
CCOC(=O)c1cc(-c2nnc(-c3ccc(Oc4ccccc4)cc3)o2)c(C)nc1C,-1.0,-1.7,-10.1,100.0,-4.8,3.1,98.0,-0.7,-14.9
O=C(c1ccccc1)n1ccn(-c2ccccc2)c1=S,4.0,-9.7,16.5,66.0,21.3,-1.9,62.0,-4.1,28.2
CCOc1ccc(S(=O)(=O)Nc2ccc(C(=O)NN)cc2)cc1,-3.0,-18.2,37.9,99.0,-9.3,-0.8,94.0,-5.2,-3.3
CCC(C)C(NC(=O)c1ccccc1NC(=O)c1ccco1)C(=O)NNC(=O)c1ccncc1 (centres undefined),0.0,-30.9,19.4,104.0,4.9,-1.6,99.0,-6.0,2.4
O=C(N[C@@H]1C[C@H]2CC[C@@H]1C2)c1ccco1,2.0,-12.9,10.7,104.0,5.7,0.9,107.0,-7.5,-0.1
Cc1cc(NC(=O)CCC(=O)N(CC(=O)NC2CCCC2)c2ccc(C(C)C)cc2)no1,0.0,-49.8,9.1,99.0,-7.8,-1.6,100.0,-7.2,-5.5
COc1ccc(NC(=O)c2ccc(C)cc2)c[n+]1[O-],-1.0,-3.2,-7.8,99.0,-2.8,-0.1,98.0,-13.0,9.9
CC(=O)Nc1ccc(S(=O)(=O)N2CCC(C(=O)NCCC(=O)Nc3nccs3)CC2)cc1,5.0,-13.1,9.6,109.0,8.9,0.2,107.0,-8.9,-17.4
O=C(NC(=S)N1CCN(c2ccc(O)cc2)CC1)c1cccs1,-1.0,-9.1,5.0,99.0,6.3,-1.2,93.0,-0.6,-2.0
CCCN1CCC(=O)N([C@H](CN=[N+]=[N-])Cc2ccccc2)CC1,-4.0,-13.5,7.2,96.0,-13.6,5.5,100.0,-6.1,14.0
COC(=O)c1ccccc1NC(=O)N[C@@H](C)C(=O)OC,1.0,2.8,12.1,95.0,-0.2,-2.1,97.0,.,9.2
